# FBA Mtb inh: Mtb FBA enzyme inhibitors, primary screen, biochemical, fluorescence, strain H37Rv | Fructose-bisphosphate aldolase (Mycobacterium tuberculosis (strain ATCC 25618 / H37Rv)), … | purified M. tuberculosis FBA, fluorescence read-out | inhibition, % at 1 µM | hit rate 2.3% among 360,000; in the data active = inhibition above about 27%;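 note: 0% = vehicle and 100% = reference inhibitor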
# GDH-TPI counter: GDH-TPI coupling enzyme inhibitors, primary screen, artefact control for M. tuberculosis FBA inhibitor project, biochemical, absorbance, full deck; GDH-TPI coupled enzyme counterscreen, NADH absorbance; hit rate 1.2% among 360,000; inhibition, % at 4.8 µM; in the data active = inhibition above about 30%;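 note: 0% = DMSO wells and 100% = wells lacking the enzyme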
# BioA inh: M. tuberculosis BioA enzyme inhibitors, primary screen, biochemical, plate reader, single point, HTS; 7,8-diaminopelargonic acid synthase BioA (Mycobacterium tuberculosis); purified M. tuberculosis BioA enzyme; inhibition, % at 9.99 µM; hit rate 0.096% among 360,000; AID 602481, 2012; in the data active = inhibition above about 40%
# Y pestis TopoI: Yersinia pestis topoisomerase I inhibitors, primary screen, biochemical, cleavage product accumulation, plate reader, single point | DNA topoisomerase I (Yersinia pestis CO92) | Y. pestis Topo-I cleavage product accumulation | activity, % at 10 µM | hit rate 0.064% among 360,000 | AID 504884, 2011; in the data active = activity above about 50%, passing the limit was not always enough; note: inactives centre near 2
# UGM FP inh: M. tuberculosis UGM enzyme inhibitors, primary screen, biochemical, fluorescence polarization, single point. UDP-galactopyranose mutase (Mycobacterium tuberculosis (strain ATCC 25618 / H37Rv)), …. purified UGM, fluorescence polarization probe displacement. inhibition, % at 10 µM. hit rate 0.06% among 320,000; in the data active = inhibition above about 10%, passing the limit was not always enough
# FadD28 binding: inhibitors of FadD28 bisubstrate probe binding, primary screen, biochemical, fluorescence polarization, single point; hit rate 0.22% among 360,000; Mycobacterium tuberculosis FadD28 fatty-acid-AMP ligase; inhibition, % at 12.5 µM; in the data active = inhibition above about 8.5%, passing the limit was not always enough
# PfHsp40 yeast: rescue of yeast from PfHsp40 toxicity, primary screen, S. cerevisiae, ATP luminescence. S. cerevisiae expressing PfHsp40, growth rescue. growth rescue, % at 12.5 µM. hit rate 0.68% among 340,000. AID 504582, 2011; in the data active = growth rescue above about 28%, passing the limit was not always enough;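 note: yeast W303a lacking pdr1 and pdr3 grown in galactose medium; growth measured after three days at 30 °C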
# BH1578 lux ind: inducers of Vibrio cholerae quorum light production without autoinducers, primary screen, BH1578 luxS cqsA deficient, single point; hit rate 0.16% among 350,000; activation, % at 18.7 µM; V. cholerae BH1578 lux reporter, luminescence, 6 h; in the data active = activation mostly above about 9.7%, no sharp cut-off; note: not every result past the cut was called active; inactives centre near 0; reference of the scale not given here
# TcdB inh: TcdB glycohydrolase inhibitors, primary screen, biochemical, single point, plate reader; Toxin B (Clostridioides difficile), P18177; TcdB glycohydrolase enzymatic assay; inhibition, % at 9.99 µM; hit rate 0.24% among 350,000; AID 652162, 2013; in the data active = inhibition above about 10%
# Numbers without * were called inactive; i = inactive; nt = not tested or not shown. The order is random, and some 4.6% of all compounds hit somewhere here.
# The first 3 compounds (preview)
smiles,FBA Mtb inh,GDH-TPI counter,BioA inh,Y pestis TopoI,UGM FP inh,FadD28 binding,PfHsp40 yeast,BH1578 lux ind,TcdB inh
Cn1c(=O)c2c(nc(Cl)n2CC(=O)NC2(C#N)CCCCC2)n(C)c1=O,-1,-9,-0.3,-9,0.9,-1.7,-0.8,-0.2,-4.4
Cc1noc(C)c1COc1cccc(C(=O)OC(C)C(=O)Nc2c(C)n(C)n(-c3ccccc3)c2=O)c1 (centres undefined),4,-3,16,8,-1.1,-3.2,-0.1,-0.3,1.5
Cc1cc(NC(=O)CSc2n[nH]c(-c3ccccc3Br)n2)no1,5,10,3.3,1,1.0,-1.5,1.1,-3.8,0.5

# The listing, repeating the preview:
smiles,FBA Mtb inh,GDH-TPI counter,BioA inh,Y pestis TopoI,UGM FP inh,FadD28 binding,PfHsp40 yeast,BH1578 lux ind,TcdB inh
Cn1c(=O)c2c(nc(Cl)n2CC(=O)NC2(C#N)CCCCC2)n(C)c1=O,-1,-9,-0.3,-9,0.9,-1.7,-0.8,-0.2,-4.4
Cc1noc(C)c1COc1cccc(C(=O)OC(C)C(=O)Nc2c(C)n(C)n(-c3ccccc3)c2=O)c1 (centres undefined),4,-3,16,8,-1.1,-3.2,-0.1,-0.3,1.5
Cc1cc(NC(=O)CSc2n[nH]c(-c3ccccc3Br)n2)no1,5,10,3.3,1,1.0,-1.5,1.1,-3.8,0.5
CCOCCCNc1ncnc2c1[nH]c1ccccc12,22,-2,7.9,3,-2.0,1.6,-0.1,i,nt
NC(=O)C[C@@H]1NC(=O)CNC(=O)c2cc([N+](=O)[O-])cc(I)c2NCCC(C(N)=O)NC1=O (some centres undefined),0,16,0.1,6,-6.0,0.7,0.1,-0.4,0.2
COc1ccc(OCCNC(=O)/C=C/c2ccc([N+](=O)[O-])cc2)cc1,-3,16,1.9,-1,-1.1,-1.8,0.9,-0.2,2.1
CC(=O)c1c(C)nn(C(C)CC(=O)O)c1C (centres undefined),1,-6,2.6,1,-0.6,-4.2,0.8,-7.2,nt
Cc1onc(-c2ccccc2Cl)c1C(=O)Nc1ccccc1O,6,4,nt,-4,-0.4,-1.9,-2.1,-0.3,1.4
COc1ccccc1CNC(=O)C1(C)CCN1Cc1ccc(OC(F)(F)F)cc1 (centres undefined),-2,5,6.7,23,nt,-4.3,nt,-0.5,2.6
Cc1cc2c(cc1S(=O)(=O)Nc1cccc(F)c1C)NC(=O)CO2,0,-4,0.5,7,-0.8,-0.7,1.6,-0.6,3.9
CCOC(=O)c1ccc(NC(=S)NN2CCOCC2)cc1,2,-1,-0.7,-2,0.0,-5.3,-1.9,-0.4,nt
CC(C(=O)Nc1ccc2c(c1)OCO2)N1CCC(N2CCCCC2)CC1 (centres undefined),0,5,-0.1,-2,-3.0,-2.2,-0.6,i,1.4
O=C(NCCCN1CCOCC1)c1cc(-c2ccc(F)cc2)nc2ccccc12,11,5,-0.5,1,0.7,0.8,-0.5,-2.0,2.1
CN1CCN(S(=O)(=O)c2ccc3ccccc3c2)CC1,3,-6,-0.5,6,2.8,0.0,-0.9,-0.2,0.3
COc1ccccc1NC(=O)N1CCCC1C(=O)Nc1ccc2c(c1)OCCO2 (centres undefined),-1,-3,nt,-2,0.1,-0.4,1.0,-0.2,1.4
O=C(Cc1ccc(S(=O)(=O)N2CCOCC2)s1)Nc1ccc(S(=O)(=O)N2CCCCC2)cc1,4,16,nt,0,0.7,0.9,0.8,i,nt
C/C(=N\NC(=O)c1cccc(S(=O)(=O)Nc2cccc(Cl)c2)c1)c1cccs1,-2,23,-0.5,9,5.2,-3.3,1.8,-0.3,0.1
CCOC(=O)c1c(C)[nH]c(C)c1C(=O)COc1ccc(NC(=O)c2ccco2)cc1,-1,9,3.6,-2,1.2,-0.3,0.1,-0.3,nt
Cc1ccc(S(=O)(=O)Nc2nc3ccccc3nc2Nc2cccc(S(=O)(=O)N3CCCC3)c2)cc1,2,-1,nt,9,-0.1,0.4,-1.2,-0.1,1.7
Fc1ccccc1COc1cccc(/C=N/n2cnnc2)c1,2,-7,-1.2,-3,2.0,-3.8,-0.7,i,nt
COc1cc(C2NC(=O)NC(c3ccccc3)=C2C(C)=O)cc([N+](=O)[O-])c1O (centres undefined),0,-1,1.7,-2,1.8,-2.5,1.5,0.4,2.5
COc1ccc(/C(C)=N/NC(=O)CNC(=O)C(c2ccccc2)c2ccccc2)c(OC)c1,-1,-2,0.0,28,-1.3,-0.3,0.2,-0.3,-0.5
CC(=O)Oc1cccc(/C=N\NC(=O)C(=O)N/N=C/c2cccc(OC(C)=O)c2)c1,1,8,-0.4,-6,0.4,-1.9,-0.7,i,1.8
CCCCC[C@@H]1C=C(C(=O)O)[C@H](c2ccc(Cl)c(Cl)c2)N1S(=O)(=O)c1ccc(C)cc1,-1,-2,14,-2,-0.8,-11,-0.7,0.1,-0.2
Cc1ccc(-n2c(C)c([N+](=O)[O-])c3ccc(O)c(CN(C)C)c32)cc1,-2,6,1.2,9,-1.6,-0.2,-0.8,i,nt
O=C(Nc1ccc(Cl)cc1)N1CCCC(Cn2cccc2)C1 (centres undefined),4,-10,3.8,0,-2.4,-2.3,1.3,i,3.1
Cc1ccc(N(C(=O)c2cnccn2)C(C(=O)NC2CCCCC2)c2ccc(O)cc2)cc1 (centres undefined),0,-7,nt,-4,-1.2,-0.7,2.3,-0.3,0.2
S=C(NCc1ccco1)Nc1ccccn1,1,-4,-0.4,10,-1.7,-3.8,0.2,-0.9,-0.1
CCOC(=O)c1ccc(NC(=O)Cn2ccc([N+](=O)[O-])n2)cc1,-1,5,0.0,10,-1.6,-1.0,0.6,i,2.1
CCCCNC(=O)c1ccc2c(c1)N(CC)C(=O)CS2,0,-2,3.0,7,2.2,-3.8,-0.5,-0.5,nt
N#CC1=C(SCc2ccc(C#N)cc2)N=C(N)C(c2nc(-c3ccccc3)cs2)C12CCCCC2 (centres undefined),0,28,nt,-8,4.4,-1.2,0.6,-0.4,nt
Cc1ccc(C(c2sc3nc(C)nn3c2O)N2CCN(C(=O)c3ccco3)CC2)cc1 (centres undefined),-1,14,-2.4,-8,0.5,-0.1,-0.3,i,0.5
O=P(O)(CCc1ccccc1)C(O)c1ccccc1 (centres undefined),4,10,-2.1,-3,-3.2,-1.7,-1.5,3.4,nt
O=C(CCC(=O)Nc1ccc(F)cc1)N/N=C/c1cccc(Br)c1,0,-3,1.6,-2,-1.4,nt,-0.8,-0.5,-0.7
O=C(Nc1ccc(F)cc1)c1ccc(-n2ccnc2)nc1,4,-2,14,-6,-0.5,-3.5,-0.6,-12,nt
COc1ccc2c(CC(=O)OCC(=O)Nc3cc(C)c(C)cc3[N+](=O)[O-])coc2c1,-3,3,nt,27,-0.1,-1.3,-0.4,i,0.0
CN(C)C(=Nc1ccccc1)P(=S)(N(C)C)N(C)C,-3,-4,nt,1,-1.8,-2.0,-2.4,0.6,1.5
O=C(COc1cc2oc(=O)cc(-c3ccccc3)c2cc1Cl)NCCN1CCOCC1,-7,22,2.9,13,-0.3,-4.8,0.5,i,-0.1
CC(=O)Nc1ccc(NC(=O)c2ccc3c(c2)C(=O)N(c2ccccc2C)C3=O)cc1,0,6,-1.3,-4,1.4,nt,0.2,-0.8,0.6
CC(=O)NC(Cc1ccccc1)C(=O)OCC(=O)c1ccc(Cl)cc1 (centres undefined),-1,5,nt,4,0.2,-0.9,-1.3,i,nt
CCN(CC(=O)NC(C)C)C(=O)[C@H](C)NC(=O)c1ccc(Br)cc1,1,0,3.1,5,4.6,-1.2,0.0,-2.7,0.9
COC(=O)c1cc2c(C)nn(-c3ccccc3)c2s1,35*,-5,-0.5,-2,1.6,-4.5,-0.2,i,nt
C=CCn1c(=O)c2ccccc2n2c(SCC(=O)N3CCCc4ccccc43)nnc12,5,12,-0.4,1,1.6,-0.5,-0.8,5.2,nt
CCC(c1ccc(O)cc1)C(CC)c1ccc(O)cc1 (centres undefined),-4,3,-1.6,-10,1.8,-8.1,85*,-0.5,-0.5
COc1ccc(CNC(=O)CSc2ccc(Br)cc2)cc1OC,-1,4,nt,2,-2.4,1.2,-0.3,1.6,nt
CCOc1ccc(NC(=O)CN2CCCC2c2cccs2)cc1S(=O)(=O)N1CCCC1 (centres undefined),0,5,0.4,8,-1.0,-3.2,0.0,-13,-0.4
S=c1[nH]ncn1-c1ccccn1,2,5,-0.2,1,-3.4,-0.2,1.7,-1.1,nt
CC(Oc1cccc(F)c1)C(=O)/C=C\N(C)C (centres undefined),2,24,-1.8,-1,1.5,-1.6,-0.5,-0.5,nt
O=C(NNC(=O)c1c(F)cccc1F)c1ccccc1-n1cccc1,0,-8,nt,0,0.0,-3.7,0.2,-0.4,0.6
CC1CCN(CCCCOc2ccc(F)cc2)CC1,-2,-6,-0.5,-2,1.8,-0.3,-1.2,0.0,nt
Cc1cc2c(c(=O)o1)C1(C(=O)N(C)c3ccccc31)C(C#N)=C(N)O2 (centres undefined),0,-5,-1.4,3,-1.1,-1.9,-0.2,i,nt
Cc1nn(C)cc1C(C(=O)NC1CCCCC1)N(CCc1ccccc1)C(=O)c1cnccn1 (centres undefined),5,6,nt,-7,-0.3,-0.8,0.0,-0.4,0.5
CN(Cc1ccccc1)c1ccc2nnc(-c3ccccc3)n2n1,-2,5,20,18,0.7,-11,-1.0,-0.3,1.1
Cc1ccc(S(=O)(=O)N2CCOCC2)cc1C(=O)Nc1ccccn1,11,-11,1.1,-1,-0.7,1.7,-2.6,i,nt
Cc1c(C(=O)NC(=S)Nc2ccc(N3CCOCC3)cc2)cccc1[N+](=O)[O-],2,0,nt,3,2.9,-1.4,-0.8,-0.8,0.6
COC(=O)[C@@H](Cc1c[nH]c2ccccc12)NC(=O)C1CCCN(S(=O)(=O)c2ccc(C)cc2)C1 (some centres undefined),0,-8,0.1,5,-0.4,nt,1.8,i,0.0
CCOc1ncccc1C(=O)OCc1ccccc1,0,6,-1.6,4,-0.4,1.6,3.5,0.4,1.8
COc1cc(C(=O)NNC(=O)COc2cccc(F)c2)ccc1OCC(=O)N1CCOCC1,5,15,6.0,-3,-0.1,1.2,-1.8,i,1.2
CN(C)CCCNc1nc2cc(-c3ccc(C(=O)N4CCN(C)CC4)cc3)sc2c(=O)n1C,13,21,0.4,-6,nt,-1.0,nt,i,-0.2
Cc1ccc(C(=O)Nc2cccc(C(F)(F)F)c2)cc1NC(=O)c1[nH]cnc1C(N)=O,0,-1,-3.7,-6,0.1,-3.0,-0.6,i,0.1

# The list goes on.
smiles,FBA Mtb inh,GDH-TPI counter,BioA inh,Y pestis TopoI,UGM FP inh,FadD28 binding,PfHsp40 yeast,BH1578 lux ind,TcdB inh
COc1ccc(C(=O)CCN2CCCCCC2)cc1,3,-2,17,-2,0.5,0.8,-0.3,-0.4,2.8
Cc1ccc(N(O)C(=O)OCCNC(=O)Nc2ccccc2)cc1,-2,-1,-0.5,-4,-2.3,1.6,-0.5,-0.3,nt
Cc1cc(C)nc(/N=C2\NC(=O)CC(C(=O)O)N2c2ccc(Cl)cc2)n1 (centres undefined),-1,2,4.2,8,1.3,-3.6,-0.7,-0.3,2.0
COc1ccc(CCNCc2cc3ccc(C)cc3[nH]c2=O)cc1OC,3,7,0.2,10,1.0,0.7,0.8,-3.7,-0.3
COc1ccc(NC2CCCN(C(=O)c3ccncc3)C2)cc1 (centres undefined),4,13,-2.5,-5,0.0,-0.8,-0.1,-0.3,1.8

# High-throughput results deposited in PubChem by several laboratories.
